Bioassay records as filed in PubChem.
EBI2 block = EBI2 (human) antagonism. P32249. EBI2 beta-arrestin recruitment, luminescence, 7a,25-OHC stimulated. inhibition, % at 5 µM. 360,000 compounds, 0.81% hits; in the data active = inhibition above about 38%;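 note: enzyme fragment complementation signal reports receptor beta-arrestin coupling in cells; 0% = agonist plus DMSO wells and 100% = wells without agonist; some results beyond the cut were filed as inactive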
Target sequence (P32249 whole entry, looked up, the tested form may be a part): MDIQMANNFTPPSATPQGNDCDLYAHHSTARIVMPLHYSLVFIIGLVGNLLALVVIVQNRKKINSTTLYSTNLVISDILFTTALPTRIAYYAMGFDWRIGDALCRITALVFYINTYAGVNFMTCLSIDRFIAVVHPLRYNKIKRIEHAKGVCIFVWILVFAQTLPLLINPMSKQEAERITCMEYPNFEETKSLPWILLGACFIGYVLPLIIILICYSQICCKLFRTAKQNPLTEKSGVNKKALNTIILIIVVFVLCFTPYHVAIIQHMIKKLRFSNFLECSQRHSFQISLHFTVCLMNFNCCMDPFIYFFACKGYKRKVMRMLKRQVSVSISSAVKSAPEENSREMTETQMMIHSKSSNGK
CHOP UPR activ = activators of apoptotic arm of unfolded protein response (CHOP); CHO-CHOP luciferase reporter, UPR activation, luminescence; percent of tunicamycin response over DMSO baseline; activation, % at 10 µM; 330,000 compounds, 0.34% hits;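 active = at 10 µM dose, activation of 40% or more, normalized to positive control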;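 note: 100% = tunicamycin at 10 µg/mL and 0% = DMSO alone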
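Evaluation: % reporter activation, DMSO baseline versus tunicamycin full activation; System: CHO-CHOP luciferase reporter cell line; Input: 500 cells/well; Incubation: 6 h compound treatment, 37 °C; Measured by: Steady-Glo luciferase luminescence; Dosing: one dose, 10 µM in 0.5% DMSO; Buffer or medium: F12 medium, 10% FBS; Benchmarks: positive tunicamycin 10 µg/mL, negative DMSO alone.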
Mdm2 MdmX PPI = inhibitors of human Mdm2/MdmX interaction | O15151+Q00987 | inhibition, % at 8 µM | 330,000 compounds, 3% hits | SaOS-2 split-luciferase Mdm2/MdmX complementation, luminescence;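 active = inhibition of at least 50% at 8 µM in the primary screen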
Gli-Sufu antag = Gli-Sufu pathway antagonism | 340,000 compounds, 0.74% hits | Sufu-KO-LIGHT fibroblasts, Gli luciferase reporter luminescence | inhibition, % at 5 µM;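 active = inhibition above about 55%, limit read from the data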;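 note: 0% = DMSO-treated cells and 100% = wells with medium but no cells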
697 NFkB inh = lowers PMA/ionomycin-induced NF-kB signal in 697 B cells; 697 B-cell NF-kB luciferase reporter, 16 h; 330,000 compounds, 0.33% hits; inhibition, % at 4 µM; in the data active = inhibition above about 35%
XBP1 UPR activ = activators of adaptive arm of unfolded protein response (XBP1). 330,000 compounds, 0.33% hits. CHO-XBP1 luciferase reporter, IRE1-XBP1 UPR activation, luminescence; percent of tunicamycin response, DMSO as zero. activation, % at 20 µM;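 active = versus positive control, 20 µM dose yields 30% or more activation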;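 note: 100% = tunicamycin at 10 µg/mL and 0% = DMSO only wells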
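assay system = CHO-XBP1 luciferase reporter cells | amount = 1000 cells/well | buffer or medium = F12 plus 10% FBS | compound dosing = single point, 20 µM final compound, 1% DMSO | incubation = 16-18 h cell attachment at 37 °C, then 6 h compound exposure | detection = Steady-Glo luminescence read | controls = tunicamycin 10 µg/mL and vehicle-only wells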
Jurkat NFkB inh = inhibitors of the PMA/ionomycin-induced NF-kB reporter in Jurkat cells | PMA/ionomycin-induced NF-kB luciferase reporter, luminescence | inhibition, % at 4 µM | 330,000 compounds, 0.53% hits; in the data active = inhibition above about 50%
CCR6 antagonist = CCR6 (human) receptor antagonism; CHO-K1 CCR6 PathHunter beta-arrestin, luminescence, CCL20-stimulated; 340,000 compounds, 0.49% hits; inhibition, % at 20 µM; P51684;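 active = compounds whose inhibition of the agonist-driven luminescence signal at 20 µM reaches about 50%, limit read from the data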;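 note: cells stimulated with CCL20 at 14 nM final; plate controls were DMSO with CCL20 for no effect and DMSO without agonist for full effect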
Target sequence (P51684 whole entry, looked up): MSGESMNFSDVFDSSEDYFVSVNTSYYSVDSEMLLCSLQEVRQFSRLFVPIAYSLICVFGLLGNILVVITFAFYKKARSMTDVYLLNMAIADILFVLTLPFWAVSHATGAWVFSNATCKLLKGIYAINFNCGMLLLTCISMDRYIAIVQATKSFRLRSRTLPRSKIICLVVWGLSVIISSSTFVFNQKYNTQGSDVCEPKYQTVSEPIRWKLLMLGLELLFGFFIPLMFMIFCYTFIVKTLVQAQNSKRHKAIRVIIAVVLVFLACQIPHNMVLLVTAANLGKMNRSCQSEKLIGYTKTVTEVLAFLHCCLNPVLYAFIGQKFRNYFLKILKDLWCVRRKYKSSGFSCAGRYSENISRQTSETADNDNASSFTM
CXCR6 block = inhibitors of human CXCR6 receptor; CHO-K1 PathHunter CXCR6 beta-arrestin, luminescence; inhibition, % at 20 µM; 360,000 compounds, 0.36% hits; in the data active = inhibition above about 34%, passing the limit was not always enough;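 note: antagonist mode with CXCL16 agonist at 10 nM final; 0% = 10 nM CXCL16 with DMSO and 100% = unstimulated wells without agonist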
Target sequence (O00574 whole entry, looked up): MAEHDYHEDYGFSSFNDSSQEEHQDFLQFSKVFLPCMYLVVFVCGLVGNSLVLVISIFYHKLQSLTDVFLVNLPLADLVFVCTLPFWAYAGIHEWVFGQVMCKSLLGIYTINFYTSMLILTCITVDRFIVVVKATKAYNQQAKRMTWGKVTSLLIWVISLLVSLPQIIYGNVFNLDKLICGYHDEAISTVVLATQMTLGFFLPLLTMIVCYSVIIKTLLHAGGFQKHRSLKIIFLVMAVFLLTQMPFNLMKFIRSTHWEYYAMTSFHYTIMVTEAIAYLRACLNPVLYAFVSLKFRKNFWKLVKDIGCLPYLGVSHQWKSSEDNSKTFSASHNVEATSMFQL
Numbers without * were called inactive; · = no result given.

SMILES	EBI2 block	CHOP UPR activ	Mdm2 MdmX PPI	Gli-Sufu antag	697 NFkB inh	XBP1 UPR activ	Jurkat NFkB inh	CCR6 antagonist	CXCR6 block
C=CCc1cccc(C=Nc2c[nH]c(=O)[nH]c2=O)c1O	13	2.4	14	-6	21	-2	15	-12	-3
Cc1ccc(N2CCN(CCc3nc4cc(NC(=O)c5ccco5)ccc4n3C)CC2)cc1	-6	3.9	17	12	-31	2	17	7	-1
Cc1nc2ccc(NS(=O)(=O)c3ccc(F)c(F)c3)cc2s1	-7	1.0	12	21	-18	-5	-13	0	-9
CCOC(=O)N1CCN(C(=O)c2cc(S(=O)(=O)N3CCCC3)cn2C)CC1	2	-0.8	-24	1	16	-2	1	1	-10
COC(C[C@@H]1O[C@@H]1[C@H](O)COCc1ccccc1)OC	-13	1.0	-10	-4	-12	-3	7	10	-6
Cc1ccc2c(c1)C(c1ccccc1)N(C(=O)c1ccc(Br)cc1)CC(=O)N2 (stereo unspecified)	7	·	·	11	·	·	·	4	-1
COCCn1c(SCC(=O)Nc2ccccc2OC)nc2c([nH]c3ccccc32)c1=O	18	2.4	32	7	3	7	9	10	11
O=C(CN1C(=O)c2ccccc2C1=O)OCC(=O)N1CCCCC1	1	3.2	19	5	7	3	3	-1	-2
Cc1ccc(NC(=O)COc2ncnc3cc([N+](=O)[O-])ccc23)cc1S(=O)(=O)N1CCOCC1	-7	-0.1	5	3	-1	-2	6	4	-23
COc1ccc(-c2cc(C(=O)N3CCN(c4ccccc4)CC3)c3ccccc3n2)cc1	10	0.8	37	49	-52	2	60*	7	10
CC1=CN2C(=N)/C(=C/c3ccc(Sc4ccc(C)cc4)o3)C(=O)N=C2S1	0	3.8	-6	-15	-25	-1	5	63*	34
CCc1cc2c(-c3ccccc3)cc(=O)oc2cc1OC(=O)c1cccs1	-16	-2.4	18	0	10	2	1	-3	-4

Record cards, from the list above. Values in the order: EBI2 block, CHOP UPR activ, Mdm2 MdmX PPI, Gli-Sufu antag, 697 NFkB inh, XBP1 UPR activ, Jurkat NFkB inh, CCR6 antagonist, CXCR6 block
Shown for O=C(CN1C(=O)c2ccccc2C1=O)OCC(=O)N1CCCCC1 = 1, 3.2, 19, 5, 7, 3, 3, -1, -2
Shown for CCOC(=O)N1CCN(C(=O)c2cc(S(=O)(=O)N3CCCC3)cn2C)CC1 = 2, -0.8, -24, 1, 16, -2, 1, 1, -10
Shown for Cc1ccc2c(c1)C(c1ccccc1)N(C(=O)c1ccc(Br)cc1)CC(=O)N2 (stereo unspecified) = 7, ·, ·, 11, ·, ·, ·, 4, -1
Shown for COC(C[C@@H]1O[C@@H]1[C@H](O)COCc1ccccc1)OC = -13, 1.0, -10, -4, -12, -3, 7, 10, -6
Shown for Cc1ccc(NC(=O)COc2ncnc3cc([N+](=O)[O-])ccc23)cc1S(=O)(=O)N1CCOCC1 = -7, -0.1, 5, 3, -1, -2, 6, 4, -23

(cont.)
SMILES	EBI2 block	CHOP UPR activ	Mdm2 MdmX PPI	Gli-Sufu antag	697 NFkB inh	XBP1 UPR activ	Jurkat NFkB inh	CCR6 antagonist	CXCR6 block
Cc1nc2c3ccccc3nc(NNC(=O)CCC(=O)N3CCN(c4ccc(F)cc4)CC3)n2n1	-1	-1.1	-34	-10	-13	-1	-1	4	-6
COc1ccc(C(=O)N2CC=C(c3ccccc3)CC2)cc1S(=O)(=O)N1CCOCC1	9	1.5	6	2	-15	2	-10	-2	7
CCOC(=O)Cc1csc(NC(=O)CSc2nc(=O)[nH]c3c2CCCC3)n1	6	-1.9	22	0	-21	-1	22	0	4
O=C(Nc1cccc(NC(=O)c2ccco2)c1)c1ccc2c(c1)OCO2	0	0.4	15	-2	16	3	8	-1	22
CCC(C)NS(=O)(=O)c1ccc(NC(=O)C2CCN(C(=O)c3ccco3)CC2)cc1 (stereo unspecified)	-2	0.7	13	22	-13	1	22	-1	-5
CCc1nnc(NS(=O)(=O)c2ccc(NC(=O)c3ccco3)cc2)s1	-3	-1.0	-6	2	0	-2	19	7	6
O=C(CN1C(=O)NC2(CCCCCC2)C1=O)NCCc1ccccc1	-8	-0.8	10	-7	12	-1	-2	2	-3
Cc1noc(C)c1C(=O)Nc1sc(C)c(-c2ccccc2)c1C#N	-3	-1.3	23	30	6	-1	8	14	-5
COc1cccc(C(=O)N/N=C/c2ccc(OC3CSC3)cc2)c1	22	-0.8	4	1	-3	0	-26	0	10
COC(=O)C1(NC(=O)NC23CC4CC(CC(C4)C2)C3)CCCCC1	-17	-2.2	3	5	11	1	2	5	0
Cn1[nH]c(C(F)(F)F)c(C=NCc2ccc(Cl)cc2)c1=O	3	-2.7	-35	-4	7	0	1	-1	13
CC1CCCN(c2ccc(C(=O)Nc3ccc4c(c3)OCO4)cc2[N+](=O)[O-])C1 (stereo unspecified)	46*	2.4	34	-3	-35	1	-23	32	15
Cn1nc([N+](=O)[O-])nc1Oc1ccccc1C(=O)N1CCOCC1	1	0.0	-13	-3	12	-1	7	-2	0
CC(C)N1CCc2c(sc(NC(=O)c3cc4cc([N+](=O)[O-])ccc4s3)c2C(N)=O)C1	6	3.3	38	1	6	2	7	36	18
CCOc1ccc(OCCC(=O)N(CC)CC(=O)NCc2ccc(Cl)cc2)cc1	2	3.3	9	3	-1	-1	5	17	9
CC(=O)N(C(C)=O)c1nc2nc(C)cc(C)n2n1	5	2.7	2	20	15	-3	13	6	-8
CC1Cc2nc(SCC(=O)N3CCN(c4ccccc4)CC3)n(CCc3ccccc3)c(=O)c2S1 (stereo unspecified)	6	4.5	17	20	-9	1	17	21	11
CC(=O)Nc1ccc(S(=O)(=O)Nc2cc(-c3ccccc3)nn2C)cc1	-2	1.8	-4	3	12	-4	1	8	13
CN1CCN(C(=O)c2ccccc2NC(=O)c2ccccc2)CC1	3	2.6	10	-6	12	-1	14	-12	-1
Cc1ccc(S(=O)(=O)N2CCN(C(=O)COC(=O)/C=C/c3ccc(OC(F)F)cc3)CC2)cc1	33	·	·	-2	·	·	·	5	-4
CCCCc1ccc(NC(=O)CSCc2cc(=O)[nH][nH]2)cc1	10	-0.5	-30	-5	10	2	6	1	1
COc1cccc(N2C(=O)CC(c3c[nH]c4ccccc34)C2=O)c1 (stereo unspecified)	2	2.2	-1	12	-23	2	-8	-11	-6
COc1cc(/C=C/C(=O)OCC(=O)NCc2ccccc2OC)ccc1O	-7	0.3	7	27	5	-4	7	15	-1
Cc1ccc2nc3c(nc2c1C)C(O)=C3O	-7	0.3	0	11	16	0	7	14	0

Single entries from the list:
Value of CN1CCN(C(=O)c2ccccc2NC(=O)c2ccccc2)CC1 in Mdm2 MdmX PPI: 10
Value of CC(=O)N(C(C)=O)c1nc2nc(C)cc(C)n2n1 in XBP1 UPR activ: -3

Records listed so far shown as hits in Jurkat NFkB inh:
| mol | EBI2 block | Mdm2 MdmX PPI | 697 NFkB inh | XBP1 UPR activ | Jurkat NFkB inh | CCR6 antagonist | CXCR6 block |
| --- | --- | --- | --- | --- | --- | --- | --- |
| COc1ccc(-c2cc(C(=O)N3CCN(c4ccccc4)CC3)c3ccccc3n2)cc1 | 10 | 37 | -52 | 2 | 60* | 7 | 10 |

Other structures follow.
SMILES	EBI2 block	CHOP UPR activ	Mdm2 MdmX PPI	Gli-Sufu antag	697 NFkB inh	XBP1 UPR activ	Jurkat NFkB inh	CCR6 antagonist	CXCR6 block
COc1ccc(N2CCN(C(CNC(=O)C(C)C)c3ccc4c(c3)OCO4)CC2)cc1 (stereo unspecified)	-8	2.0	-6	6	-10	-2	-9	3	12
Oc1cccc(C=NCc2ccccc2)c1	-5	-1.8	26	2	15	-2	-2	-1	-8
CCOC(=O)C1CCCN(S(=O)(=O)CCNC(=O)c2cccc(OC)c2)C1 (stereo unspecified)	2	-1.3	17	18	-1	-4	1	2	-4
Cc1cccc2c(N=Nc3ccc(S(=O)(=O)Nc4cccc(Cl)c4)cc3[N+](=O)[O-])c(O)[nH]c12	2	0.6	27	0	-50	-1	-9	58*	19
CCN(CC)S(=O)(=O)c1ccc(C)c(NC(=O)COC(=O)C=C(C)C)c1	-12	0.4	-8	4	4	-1	0	9	12
CN(CC(=O)N1CCc2ccccc21)S(=O)(=O)c1ccc(Br)s1	-8	-0.5	-4	0	10	1	-23	-2	-8
C=CCNc1nnc(Cc2ccc(F)cc2)c(=O)[nH]1	-6	0.7	-6	-1	-6	-1	1	3	-6
COc1cccc(/C=C2\CCC(C3CCCC3)C2=O)c1 (stereo unspecified)	5	5.8	15	9	-32	-3	-41	6	8
CC(C)CNC(=O)c1coc(=O)c(Br)c1	-1	175*	26	1	-55	-6	10	1	-1
COc1cc(C2C(C#N)=C(N)Oc3cc(C)oc(=O)c32)cc2c1OCO2 (stereo unspecified)	-6	1.5	-13	4	14	-1	-9	0	0
O=C(CSc1nnc(-c2ccncc2)n1-c1ccccc1)NC1CC1	5	-0.9	12	2	-17	-2	-8	-3	2
Cc1nnc(NC(=O)C(C)Sc2nnc(CNC(=O)c3ccccc3F)n2C)s1 (stereo unspecified)	-2	-0.5	5	-10	-24	4	-17	1	3

4 neighbouring compounds already listed, quoted:
SMILES	EBI2 block	CHOP UPR activ	Mdm2 MdmX PPI	Gli-Sufu antag	697 NFkB inh	XBP1 UPR activ	Jurkat NFkB inh	CCR6 antagonist	CXCR6 block
Cc1ccc2nc3c(nc2c1C)C(O)=C3O	-7	0.3	0	11	16	0	7	14	0
COc1ccc(N2CCN(C(CNC(=O)C(C)C)c3ccc4c(c3)OCO4)CC2)cc1 (stereo unspecified)	-8	2.0	-6	6	-10	-2	-9	3	12
Oc1cccc(C=NCc2ccccc2)c1	-5	-1.8	26	2	15	-2	-2	-1	-8
CCOC(=O)C1CCCN(S(=O)(=O)CCNC(=O)c2cccc(OC)c2)C1 (stereo unspecified)	2	-1.3	17	18	-1	-4	1	2	-4

Continued.
SMILES	EBI2 block	CHOP UPR activ	Mdm2 MdmX PPI	Gli-Sufu antag	697 NFkB inh	XBP1 UPR activ	Jurkat NFkB inh	CCR6 antagonist	CXCR6 block
CS(=O)(=O)N1c2ccccc2[C@@]2(Br)C[C@H]3C(=O)N[C@@H](Cc4ccccc4)C(=O)N3[C@@H]12	-5	-0.6	2	-10	13	-1	12	-3	-6
C=CCNC(=O)c1cc(Cl)ccn1	-10	-1.0	29	-4	-3	-2	3	-5	4
C/C(=N\NC(=S)Nc1cc(S(=O)(=O)N2CCOCC2)ccc1Cl)c1ccc(N2CCOCC2)cc1	-4	-1.0	8	-1	11	-1	-11	10	-6
C=CCC(O)(CC=C)CNC(=O)c1ccc(OC)c(OC2CCN(C(C)=O)CC2)c1	-22	-0.1	-4	·	1	-2	-5	9	4
Cc1c(C(=O)NCCc2ccccc2)oc2ccccc12	10	4.4	-125	-74	-139	-2	-117	16	1
Cc1nn(CC(=O)Nc2ccc3c(c2)nc(CCN2CCCCC2)n3C)c(=O)c2ccccc12	-3	1.2	38	8	21	0	-3	17	-3
Cc1cccc(CCNCc2c(C(=O)O)c(C)n(-c3ccccc3)c2C)c1	15	-0.1	19	-7	2	-5	10	11	8
Cc1cc(C)c(CN2CCN(C(=O)Cn3ccc(NC(=O)OCc4ccccc4)nc3=O)CC2)c(C)c1	-2	7.3	31	47	4	-2	37	9	-2
CCOc1ccccc1-c1nnc(CS(=O)(=O)c2ccccc2)o1	4	-0.1	11	-7	-11	5	-13	12	2
COc1ccc(Cc2nc3ccc(C(=O)N(C)Cc4nccs4)cc3o2)cc1OC	-11	-0.2	-14	37	-51	-8	6	-8	-6

Rows are unselected. Share with any hit: about 5%.
